# Compound activity from PubChem BioAssay.
# Growth percent in the NCI-60 one-dose screen (48 h, 10 µM unless noted): 100 = growth as untreated, 0 = no growth, -100 = all killed.
# OVCAR-8 – OVCAR-8 ovarian cancer | 81,000 tested, 4.4% active | AID 1794782
# OVCAR-3 – OVCAR-3 ovarian cancer; AID 1794787; 79,000 tested, 7% active
# SK-OV-3 – SK-OV-3 ovarian cancer cells. 80,000 tested, 3.2% active. AID 1794785
# OVCAR-4 – OVCAR-4 ovarian cancer cells. 80,000 tested, 3.7% active. AID 1794784
# OVCAR-5 – OVCAR-5 ovarian cancer. 82,000 tested, 2.9% active. AID 1794783
# NCI/ADR-RES – NCI/ADR-RES ovarian cells | 81,000 tested, 4.4% active
# IGROV1 – IGROV1 ovarian cancer; 79,000 tested, 4.7% active; AID 1794786
# DU-145 – DU-145 prostate cancer. 81,000 tested, 4.2% active. AID 1794760
# The depositor's hits bear a star; nt = not tested or not shown; & = joins results of further samples. The calls were made as follows: active = growth percent below 10; inactive = the rest.
SMILES,OVCAR-8,OVCAR-3,SK-OV-3,OVCAR-4,OVCAR-5,NCI/ADR-RES,IGROV1,DU-145
CCOC(=O)C(N=Nc1ccccc1)C(C)=O (stereo not drawn),101,113,108,99,97,104,102,108
Cc1ccc(S(=O)(=O)N(C)CCC#N)cc1,103,113,99,101,111,115,nt,113
c1ccc(N2c3ccccc3Sc3ccccc32)cc1,103,103,110,92,99,114,94,115
Cc1ccc2c(c1)[nH]c(=S)n2/C=C(\c1ccccc1)S(=O)Cc1ccccc1 (stereo not drawn),99,107,100,95,105,104,107,112
CSc1nc(N)n(/N=C(\C)c2ccccc2)c(=O)c1C#N,98,119,138,114,106,115,105,109
CN(NC(=O)C(=O)NCc1ccco1)C(=O)Nc1ccccc1,102,109,102,80,108,112,111,105
O=C(Nc1ccc(C(F)(F)F)cc1)Nc1ccc(F)c(C(=O)c2c[nH]c3ncccc23)c1F,86,90,80,68,85,92,52,74
COc1cc(Cl)cc(-c2nn(-c3cccc(NC(=O)Nc4ccc(Cl)c(C(F)(F)F)c4)c3)cc2-c2ccncc2)c1,8.7*,-23*,12,17,19,6.1*,30,15
Clc1ccc2c(N3CCCC3)ccnc2c1,70,74,89,76,103,70,72,91
CC(=O)/C(=C/N1CCNC1=S)C(=O)Nc1ccccc1C,97,112,95,107,108,108,108,nt
Cc1ccc2nc(Cl)c(CNc3ccc(F)cc3)cc2c1,92,93,100,92,104,87,99,94
CCOC(=O)c1ccc(NC(=O)NCn2c(=O)[nH]c3ccccc3c2=O)cc1,78,144,98,106,109,95,102,120
O=C(Nc1nc2ccccc2s1)Nc1ccccc1Cl,49,111,49,34,90,76,79,100
Cc1ccc2sc3c(NCCN)nc4ccccc4c3c(=O)c2c1,80,63,88,67,97,80,72,64
COc1ccc2cc(C3=Nc4ccccc4NC3)ccc2c1,90,96,91,97,103,94,93,104
O=C1/C(=C/c2ccc3cccc(Cl)c3n2)SC(=S)N1CCc1ccc(O)cc1,92,76,93,97,106,93,47,101
COC(=O)c1c(C(=O)OC)c2ccc3c4cccnc4ccc3n2c1C(=O)c1ccc(OC)cc1,100,104,97,101,84,107,96,95
COc1cc2oc(-c3cccc(NC(=O)[C@@H](N)C(C)C)c3)cc(=O)c2c(OC)c1OC,99,108,104,107,103,107,103,105
Cn1c2cc3c(oc-2nc1=N)-c1ccccc1OC3O (stereo not drawn),93,111,102,94,105,104,101,114
COc1ccc(C(=O)OCCN(C)C)cc1,100,110,96,105,91,105,nt,105
Cc1ccc2oc(=O)cc(-c3c4nc(c(-c5cc(=O)oc6ccc(C)cc56)c5ccc([nH]5)c(-c5cc(=O)oc6ccc(C)cc56)c5nc(c(-c6cc(=O)oc7ccc(C)cc67)c6ccc3[nH]6)C=C5)C=C4)c2c1,99,103,107,113,103,102,100,103
CCOC(=O)Nc1cc(OC)cc2ccc(C)nc12,98,103,115,96,94,nt,nt,104
Cn1c(=O)[nH]c2nc(SCC(=O)Nc3ccc(C(=O)/C=C/c4cccc([N+](=O)[O-])c4)cc3)[nH]c2c1=O,105,103,105,104,100,101,104,106
COc1cc(N)c2ncsc2c1,109,114,116,nt,100,107,120,118
O=C(Cn1nncc1CN1C(=O)CSC1=O)Nc1ccc(Br)cc1,99,100,96,100,104,101,102,107
Cc1ccc(/C=C2\CN(C(=O)OC(C)(C)C)C/C(=C\c3ccc(C)cc3)C2=O)cc1,25,7.2*,104,65,112,76,69,39
COc1cc2nc(-c3ccc(C)cc3)cc(OCCCNCC3CCCO3)c2cc1OC (stereo not drawn),47,101,113,90,57,55,49,60
COc1ccc2oc(-c3ccc(Cl)cc3)c(N3CCN(C)CC3)c2c1,32,1.9*,55,78,2.8*,-11*,-87*,24
O=C(O)c1ccc(S(=O)(=O)c2ccccc2)s1,101&100,115&119,105&111,107&112,106&106,108&115,114&120,112&125
O=C(N/N=C/c1ccccc1Cl)c1cc(-c2nc3ccccc3[nH]2)nc2ccccc12,106,nt,101,100,108,95,95,100

# Compound profiles, from the list above. Screens in order: OVCAR-8, OVCAR-3, SK-OV-3, OVCAR-4, OVCAR-5, NCI/ADR-RES, IGROV1, DU-145
# Profile of Cn1c(=O)[nH]c2nc(SCC(=O)Nc3ccc(C(=O)/C=C/c4cccc([N+](=O)[O-])c4)cc3)[nH]c2c1=O : 105, 103, 105, 104, 100, 101, 104, 106
# Profile of COc1cc2nc(-c3ccc(C)cc3)cc(OCCCNCC3CCCO3)c2cc1OC (stereo not drawn) : 47, 101, 113, 90, 57, 55, 49, 60
# Profile of COc1cc(N)c2ncsc2c1 : 109, 114, 116, nt, 100, 107, 120, 118
# Profile of COc1ccc2oc(-c3ccc(Cl)cc3)c(N3CCN(C)CC3)c2c1 : 32, 1.9*, 55, 78, 2.8*, -11*, -87*, 24
# Profile of O=C(N/N=C/c1ccccc1Cl)c1cc(-c2nc3ccccc3[nH]2)nc2ccccc12 : 106, nt, 101, 100, 108, 95, 95, 100

# Continued:
SMILES,OVCAR-8,OVCAR-3,SK-OV-3,OVCAR-4,OVCAR-5,NCI/ADR-RES,IGROV1,DU-145
Cc1onc(-c2c(F)cccc2Cl)c1-c1ncc(-c2ccc(Cl)cc2)o1,35&56,46&63,61&71,48&81,68&73,27&57,33&49,50&97
CC(C)(C)c1ccc(S(N)(=O)=O)cc1,109,106,102,99,103,106,115,109
Cc1c(C(=O)NCc2ccccc2)sc2ncc(-c3ccc(Br)cc3)n12,100,108,109,92,112,105,100,107
CC(C)CNC(=O)c1c(N)n(CCc2ccccc2F)c2nc3ccccc3nc12,100,93,103,88,107,81,100,100
Nc1nc(/C(=C/CC(=O)O)C(=O)N[C@@H]2C(=O)N3C(C(=O)O)=CCS[C@H]23)cs1,97,103,114,104,96,98,110,107
COc1cc2ncnc(Nc3ccc(O[C@H]4CO[C@H]5[C@@H]4OC[C@@H]5OCc4ccccc4)c(Cl)c3)c2cc1OC,80,60,27,60,78,71,43,60
N#Cc1ccc2[nH]c3c(c2c1)CCCC3,97,108,103,nt,93,99,87,109
N#C/C(=C\c1ccc(Cl)cc1)C(N)=O,107,104,107,106,102,109,105,112
Cc1ccc(-c2nc(SCC(=O)c3ccc(Br)cc3)[nH]c(=O)c2C#N)o1,109,100,104,112,113,109,109,106
COc1cc(C2=NN(C(C)=O)C(c3ccc(OC(C)=O)cc3OC(C)=O)O2)c(OC(C)=O)c2ccccc12 (stereo not drawn),8.5*,20,20,21,54,12,22,27
COC(=O)c1ccc(Cn2cnc3c(N)ncnc32)cc1,112,118,107,nt,115,110,126,nt
COc1ccc(S(=O)(=O)NC2c3ccccc3CC2O)cc1OC (stereo not drawn),107,112,115,117,104,105,106,111
N#Cc1c(N2CCCC2)nc2sc3cc(Cl)c(Cl)cc3n2c1=N,110,115,90,92,119,103,nt,121
CN(O)S(=O)(=O)NCCOc1ccc(C(C)(C)C)cc1,109,94,104,102,102,102,92,104
COc1ccc(/C=C2\Oc3cc(OCCCCCN4CCCCC4)ccc3C2=O)cc1OC,83,83,104,48,96,84,94,90
O=[N+]([O-])c1cccc(-c2nnc3c(/C=C/c4ccc(Br)cc4)nc4ccccc4n23)c1,99,102,118,89,110,106,100,103
COc1ccc(C2=NN(C(=O)c3cc(-c4ccc(OC)cc4)nc4ccccc34)C(c3cc(-c4ccccc4)nn3-c3ccccc3)C2)cc1 (stereo not drawn),92,89,104,98,96,101,73,93
O=c1oc2c(cc1-c1ccccc1)c(=O)[nH]c1ccccc12,96,112,105,100,103,102,103,105
COc1ccc(C2CC(=O)Nc3c(-c4cccc(Cl)c4)nsc32)cc1OC (stereo not drawn),86,105,88,88,90,88,100,101
O=C1C=C(C(O)c2cc(Cl)ccc2O)C(=O)c2ccccc21 (stereo not drawn),98,97,98,nt,92,107,84,115
CCCCCCCCCCCCCCCC(=O)N1CCN(C)CC1,86,87,85,88,86,90,52,87
C=CC[Se]C(=O)Cc1c(C)n(C(=O)c2ccc(Cl)cc2)c2ccc(OC)cc12,-38*,-41*,-83*,-51*,-45*,-7.7*,2.4*,-36*
COc1cc(-c2n/c(=C\c3c(O)[nH]c4ccc(Cl)cc34)cc3c2=Nc2ccccc2-3)ccc1F,-51*,-15*,-15*,-57*,74,47,-18*,-36*
COc1cccc(C(=O)OCCn2nc3c4c(cccc42)C(=O)c2ccccc2-3)c1O,57,3.9*,120,60,69,22,45,55
O=C1N/C(=N/N=C(c2ccccc2)c2ccccc2)S/C1=C\c1ccccc1,87,108,96,90,98,101,98,104
COc1ccccc1-c1cnc2c(Oc3ccc4c(C)cc(=O)oc4c3)nc(Br)cn12,96,86,86,91,95,77,74,87
O=Cc1cccc(C(=O)O)c1O,104,111,98,nt,90,100,88,107
COC(=O)/C=C1\Sc2ccc(C(F)(F)F)cc2NC1=O,nt,123,114,88,80,95,109,107
CC(C)N(C(=S)S)C(C)C,105&106,104,108&102,111&94,87&105,107&110,132&127,102
COc1ccc(-c2cc3c(nn2)-c2ccccc2C3=O)cc1,-10.0*,-49*,102,-26*,84,61,62,21

# Looked up one by one from above (six):
SMILES,OVCAR-8,OVCAR-3,SK-OV-3,OVCAR-4,OVCAR-5,NCI/ADR-RES,IGROV1,DU-145
CCOC(=O)c1ccc(NC(=O)NCn2c(=O)[nH]c3ccccc3c2=O)cc1,78,144,98,106,109,95,102,120
O=[N+]([O-])c1cccc(-c2nnc3c(/C=C/c4ccc(Br)cc4)nc4ccccc4n23)c1,99,102,118,89,110,106,100,103
O=Cc1cccc(C(=O)O)c1O,104,111,98,nt,90,100,88,107
Cc1ccc2sc3c(NCCN)nc4ccccc4c3c(=O)c2c1,80,63,88,67,97,80,72,64
CC(C)N(C(=S)S)C(C)C,105&106,104,108&102,111&94,87&105,107&110,132&127,102
O=C(N/N=C/c1ccccc1Cl)c1cc(-c2nc3ccccc3[nH]2)nc2ccccc12,106,nt,101,100,108,95,95,100

# Next section.
SMILES,OVCAR-8,OVCAR-3,SK-OV-3,OVCAR-4,OVCAR-5,NCI/ADR-RES,IGROV1,DU-145
Cc1ccc(/C=C(\C#N)C(=O)c2ccccc2)cc1,101,119,100,93,113,111,115,126
Cn1cc(-c2csc(-c3c[nH]c4ccccc34)n2)c2cnccc21,18,-60*,85,14,75,36,47,21
O=c1sc2ccccc2n1CCCl,99,110,95,113,101,106,106,114
COc1ccc(C(N)=O)cc1,95,106,114,100,96,113,116,106
O=C(/C=C\c1ccc(C(=O)Nc2ccc(C3=NCCN3)cc2)cc1)Nc1ccc(C2=NCCN2)cc1,102,104,110,117,93,108,124,117
COc1ccc(NC(=O)Cn2cnc3c2c(=O)n(C)c(=O)n3C)cc1,101,113,94,113,99,104,103,102
COC(=O)c1ccccc1-n1cc([C@]2(OC(C)=O)CC[C@H]3[C@@H]4CCC5=CC(=O)CC[C@@H]5[C@H]4CC[C@@]32C)nn1,87,108,110,93,120,97,86,104
O=C(O)c1ccc(-n2cc(CNc3ccc(Cl)cc3)c(-c3ccccc3)n2)cc1,99,99,107,88,103,92,92,96
N#Cc1cnc(OC2CCNC2)nc1-n1cnc2ccccc21 (stereo not drawn),99,101,109,113,103,102,98,114
O=C(c1ccc(OCCN2CCOCC2)cc1)C1[C@H](c2ccc(Cl)cc2)[C@@H](c2ccccc2)NC12C(=O)Nc1ccc(Br)cc12 (stereo partly drawn),29,30,37,50,41,18,23,42
Nc1ncnc2sc(-c3ccc(N4CCOCC4)nc3)c(-c3ccccc3)c12,65,109,50,97,93,93,97,95
O=C1NC(=O)c2c1c1c3ccccc3ccc1c1[nH]c3ccccc3c21,6.4*,nt,2.2*,26,50,0.1*,9.5*,23
Nc1nnnn1-c1cccc([N+](=O)[O-])c1,95,113,109,115,93,101,nt,106
